12-LOX inh = blocks human arachidonate 12S-lipoxygenase; 580,000 tested, 1.1% active; P18054; Potency, µM (highest dose often 108 µM), inactives show at the top dose activity change, negative = inhibition, hits mostly inhibitors; purified 12hLO, xylenol orange hydroperoxide absorbance; active = well fitted inhibition curve with a large enough effect; inconclusive = small, poorly fitted or top-dose-only effect, or another doubt; inactive = no such curve, though single readings can be large or run the other way
Target sequence (P18054 whole entry, looked up): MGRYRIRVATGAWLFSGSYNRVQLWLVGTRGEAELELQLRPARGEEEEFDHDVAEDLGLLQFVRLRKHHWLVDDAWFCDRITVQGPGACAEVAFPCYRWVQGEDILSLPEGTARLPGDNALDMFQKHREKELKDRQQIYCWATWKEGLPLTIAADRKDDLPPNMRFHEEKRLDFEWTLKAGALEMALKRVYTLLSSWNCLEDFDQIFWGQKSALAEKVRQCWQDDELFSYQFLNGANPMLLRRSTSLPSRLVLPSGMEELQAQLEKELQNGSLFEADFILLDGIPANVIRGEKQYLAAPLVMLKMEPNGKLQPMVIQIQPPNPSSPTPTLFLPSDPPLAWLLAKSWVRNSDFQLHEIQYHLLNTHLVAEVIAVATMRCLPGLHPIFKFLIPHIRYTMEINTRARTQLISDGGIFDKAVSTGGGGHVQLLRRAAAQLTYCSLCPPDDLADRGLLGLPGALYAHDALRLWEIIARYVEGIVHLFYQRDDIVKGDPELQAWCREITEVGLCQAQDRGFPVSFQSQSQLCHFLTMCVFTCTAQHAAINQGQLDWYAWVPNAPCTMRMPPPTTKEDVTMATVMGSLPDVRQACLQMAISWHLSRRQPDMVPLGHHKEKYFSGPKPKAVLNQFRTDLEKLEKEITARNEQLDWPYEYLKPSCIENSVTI
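Purified human 12hLO at 150 nM in 25 mM Hepes, 0.01% Triton X-100, pH 7.0, preincubated 15 min at room temperature with compound. Reaction started with 40 uM arachidonic acid, 30 min at room temperature. Hydroperoxide measured by Fe-xylenol orange, 573/405 nm absorbance ratio.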
The depositor's hits bear a star; ? = inconclusive; [ ] = remark or other dose. % is set by controls: 0 for no effect and ±100 for the full control effect; potency is the fitted concentration of half-maximal effect. A portion of the library, so the mix of outcomes need not match the whole.

12-LOX inh,SMILES
-17%,CC(Sc1cc(C(=O)NC2CC2)c2ccccc2n1)C(=O)N1CCCC1 (stereo not drawn)
-3%,Cc1ccc(CNC(=O)Cc2c[nH]c3ccccc23)s1
?,COc1ccc(OC)c(NC(=O)Cn2c(-c3ccc(Cl)cc3)nc(C)c(CCO)c2=O)c1
-28%,CC(Cl)=CCn1c(NCCc2ccccc2)nc2c1c(=O)n(C)c(=O)n2C
27%,CN(CC1CCOCC1)C(=O)Nc1cccc(Cl)c1
?,COc1ccc(-c2cc(NC=O)c3ncc(-c4cnn(C)c4)n3c2)cc1
-16%[176 µM],Cc1nn2c(c1-c1ccccc1C(C)C)N(C(=O)COc1ccccc1C(N)=O)CCC2
64%[activator],COCc1noc([C@@H]2CN(C(=O)C3CCCCCC3)C[C@H]2CO)n1
-2%,COc1ccc(Cl)cc1C(=O)N1CCC(Oc2ncccc2C(=O)N2CCCCC2)C1 (stereo not drawn)
0%,CC(C)(C)c1ccc(S(=O)(=O)NC(=O)C2(C)CCN2C(=O)C2CC2)cc1 (stereo not drawn)
?,CC(C)NC(=O)N1CCCC(c2nnc3n2CCNC3)C1 (stereo not drawn)
67%[activator],C=CCOc1ccc(-c2nnc(CCC(=O)NCCOc3ccccc3)c(=O)[nH]2)cc1
42%[activator][176 µM],Cc1ccc2c(n1)N(C)[C@H](CO)CCN(Cc1ccc(C#N)cc1)C2
9%[176 µM],Cc1cc(F)ccc1-c1[nH]nc2ncc(-c3ccc([S+](C)(=O)[O-])cc3)nc12
24%[176 µM],Cn1c(CO[C@H]2CN(Cc3ccncc3F)C[C@H]2F)nc2ccccc21
0%,COC(=O)c1ccc2nc(-c3ccc(C)cc3)c(Cc3cccc(F)c3)n2c1
4%,O=C(OCc1nc2ccccc2o1)c1c(F)cccc1F
-13%,CCNC(=O)N1CCC(Cc2ncc(C)n2C(C)C)C1 (stereo not drawn)
71%[activator],COC1C(=O)N(C2CCN(S(=O)(=O)c3cn(C)cn3)CC2)C12CCOCC2 (stereo not drawn)
9%,COc1ccccc1-c1csc(C(O)c2ccccc2)n1 (stereo not drawn)
2%,CCOc1ccc(C(=O)N2CCn3nc(Cc4ccccc4)cc3C2)cc1
1%,COc1ccc(OC)c(S(=O)(=O)N2CCCCCCN(C)C(=O)[C@@H]3CCC[C@@H]32)c1
27%,COc1ccc(-c2nc(-c3nnn4c3COC(c3ccc(C)cc3)C4)no2)c(OC)c1 (stereo not drawn)
-2%,CCc1c(-c2ccccc2F)ncn1CCc1ccccc1OC
2%[176 µM],O=c1c2nc(-c3ccsc3)ccc2ncn1Cc1ccccc1
-9%,CCOC(=O)C(C)NC(=O)c1cc(OC)c(OC)c(OC)c1 (stereo not drawn)
8%[6.33 µM],O=[S+]([O-])(c1cccc(C(F)(F)F)c1)N1CCCC2(CC(c3cccnc3)=NO2)C1 (stereo not drawn)
2%[12.5 µM],O=C1Nc2ccccc2CNC12CCN(CC1CC1)CC2
12%,Cc1ccc(C(=O)NC(C(=O)N2CCCC2)C2CCN(C(=O)c3cccc(F)c3)CC2)cc1 (stereo not drawn)
-5%,CC(Sc1nc2cc(Cl)ccc2s1)C(=O)NC1CCCC1 (stereo not drawn)
-19%,O=S(=O)(c1c(Cl)cccc1Cl)N1CCCC1c1nnc2ccccn12 (stereo not drawn)
33%,CC(C)Cc1cc(CNC(=O)Nc2nnc(C(C)(C)C)s2)on1
?,Cc1cccc(C)c1NC(=O)Cn1ccn2nc(-c3ccc(F)cc3)c(CO)c2c1=O
25%,O=C(NCc1ccccc1F)C1CCN(C(=O)c2ncn3c2COC(c2ccc(Cl)cc2)C3)CC1 (stereo not drawn)
-8%,C[C@H]1CN(c2ccccc2)C(=O)[C@@H]1CC(=O)Nc1ccccc1
-36%,C#CCn1c2ccccc2c(=O)n1C(C)C
16%,Cc1cnc(CNC(=O)c2csc([C@H]3C[C@H](O)[C@@H](CO)O3)n2)cn1
18%,NC(=O)C(Sc1ccc2c(c1)OCCCO2)c1ccccc1 (stereo not drawn)
11%,CC(=O)N1CCC(N2C[C@@H]3C[C@H](C2)c2ccc(-c4ccccc4CN(C)C)c(=O)n2C3)CC1
40%[activator],COCCn1c(CO)nnc1C1CC(NC(=O)c2cn3ccsc3n2)C1 (stereo not drawn)
8%,CNC(=O)[C@@H]1C[C@@H](O)CN1C1CCN(C(=O)C2CCCC2)CC1
20%,CCNc1c(NC(=O)NCC(C)C)c(=O)oc2ccccc12
?,O=C(Cn1nc(C(=O)O)c2ccccc2c1=O)Nc1ccc(Cl)cc1
-31%,COc1ccc(CCNC(=O)CN(c2ccc(F)c(Cl)c2)S(C)(=O)=O)cc1OC
72%[activator],COc1ccccc1C(=O)N[C@@H]1CN(Cc2ccccn2)C[C@H]1CN(C)C
13%,CC(C)Cc1ccc(C(C)NC(=O)C(Cc2ccccc2)NC(=O)c2ccccc2)cc1 (stereo not drawn)
86%[activator],Cc1ccc(CN2CC[C@@](C)(O)[C@H](N3CCCC3)C2)o1
-28%,Cc1oc(-c2ccccc2)nc1C(=O)NCC(C)N1CCOCC1 (stereo not drawn)
?,Cc1ccc(NCc2cc3ccc(C)cc3[nH]c2=O)c(C)c1
-3%,Cc1cccc(C(C(=O)N2CCN(S(=O)(=O)N(C)C)CC2)N(C)C)c1 (stereo not drawn)
22%,Cc1noc(C)c1Cc1ccc(C(=O)N2CC(N(Cc3cccnc3)CC(C)C)C2)o1
7%,Cc1ccc(CC(=O)c2ccccc2)cc1C
14%,C[C@H]1[C@@H]2[C@@H](O)C([C@H](C)C(=O)NC3CCCCC3)CC[C@@]2(C)CC[C@@H]1NC(=O)C1CCCCC1 (stereo partly drawn)
-14%,Cc1ccc2c(C(=O)O)cc(-c3ccccc3)nc2c1C
29%,COC(=O)c1cccc(C(=O)N2CCC(Cc3nc(-c4cnccn4)no3)CC2)c1
17%,NC(=O)COc1ccc(Cl)cc1CN1CCCC(CO)(CC2CC2)C1 (stereo not drawn)
0%,CCOC(=O)C1CCN(C(=O)COc2cc(O)c3c(=O)cc(-c4ccccc4)oc3c2)CC1
-2%,COC(=O)CCSc1nnc(-c2nn(Cc3ccccc3)c(=O)c3ccccc23)o1
-1%,C[C@@H]1O[C@H](C2CCCCC2)Cc2[nH][nH]c(=O)c21
22%,O=C(/C(=C/c1cccs1)c1nc2ccccc2o1)c1ccccc1

Quoted from the listing:
In 12-LOX inh, CCNc1c(NC(=O)NCC(C)C)c(=O)oc2ccccc12 shows 20%
In 12-LOX inh, CNC(=O)[C@@H]1C[C@@H](O)CN1C1CCN(C(=O)C2CCCC2)CC1 shows 8%
In 12-LOX inh, CC(=O)N1CCC(N2C[C@@H]3C[C@H](C2)c2ccc(-c4ccccc4CN(C)C)c(=O)n2C3)CC1 shows 11%

Sorted by heavy-atom count (lowest first): part of the list above
12-LOX inh,SMILES
7%,Cc1ccc(CC(=O)c2ccccc2)cc1C
8%,CNC(=O)[C@@H]1C[C@@H](O)CN1C1CCN(C(=O)C2CCCC2)CC1
?,O=C(Cn1nc(C(=O)O)c2ccccc2c1=O)Nc1ccc(Cl)cc1
40%[activator],COCCn1c(CO)nnc1C1CC(NC(=O)c2cn3ccsc3n2)C1 (stereo not drawn)
72%[activator],COc1ccccc1C(=O)N[C@@H]1CN(Cc2ccccn2)C[C@H]1CN(C)C
-2%,COC(=O)CCSc1nnc(-c2nn(Cc3ccccc3)c(=O)c3ccccc23)o1
11%,CC(=O)N1CCC(N2C[C@@H]3C[C@H](C2)c2ccc(-c4ccccc4CN(C)C)c(=O)n2C3)CC1

Additional results.
12-LOX inh,SMILES
18%,CC(Cc1cccs1)N(Cc1ccccc1)C(=O)c1cccc(S(=O)(=O)N2CCOCC2)c1 (stereo not drawn)
-27%,CCCCc1c(-c2ccccc2OC)ncn1Cc1ccc(Cl)cc1
3%[6.33 µM],O=C(NCc1ccc(F)cc1)c1cc(C2CC2)nc2onc(C3CCCN3)c12 (stereo not drawn)
?,O=c1oc2ccc(Cl)cc2cc1-c1cn2ccccc2n1
?,Cc1cccc(C)c1NC(=O)CN1CCN(C(=O)CN(C)Cc2cnn(-c3ccccc3)c2)CC1
?,O=C(COC(=O)c1cc2c(s1)CCC2)NC(=O)NC1CCCC1
27%,Cc1nc(CCNS(=O)(=O)c2cn(C)cn2)no1
32µM*,C=CCN1C(=O)S/C(=C/c2cn(CC(=O)O)c3ccccc23)C1=O
80%[activator],CCC1c2nccn2CCCN1C(=O)CCn1cccn1 (stereo not drawn)
45µM*,COC(=O)C1=C(C)N(Cc2ccc(Br)cc2)C(=S)NC1c1ccc(OC)cc1 (stereo not drawn)
122%[activator],Cn1cccc1CN1C[C@@H](COc2ccncc2)[C@H](c2ccccn2)C1
1.3µM*,Cc1ccsc1C(=O)N1CCC2(CC1)NC(=O)N(c1cccc(Cl)c1)N2
3%,O=C(Cn1cnnn1)N1C[C@@H](COCC2CC2)[C@H](c2ccncc2)C1
-16%,Cc1ccc(-c2nc3c4ccccc4ccn3c2Cc2cccc(F)c2)cc1
-26%,Nc1nc(Nc2ccc(F)cc2)sc1C(=O)c1ccc(Cl)cc1
?,CC(=O)c1ccc(-c2ccc(C=O)o2)cc1
0%,CC(C)c1nc2c(c(-c3ccc(O)cc3)n1)CCN(Cc1cccc3ccccc13)CC2
-8%,N#Cc1cccc(NC(=O)Cn2c(=O)c3c(ncn3C3CCCC3)n(Cc3ccccc3)c2=O)c1
-5%,CCNc1cccc(C)c1C
97%[activator],COc1ccc(NC(=O)c2cc3c(=O)[nH]c(C)cn3n2)cc1OC
?,Cc1ccccc1NC(=O)C1C(=O)Nc2ccccc2C(=O)N1Cc1ccccc1 (stereo not drawn)
3%,CC(=O)Nc1ccc(I)c(C)n1
-1%,O=C1CSC2(CCN(S(=O)(=O)c3ccc(F)cc3)CC2)N1Cc1ccco1
?,COC(=O)c1ccc(CNC(=O)C(Cc2ccccc2)NC(=O)c2ccccc2)cc1 (stereo not drawn)
-20%,Cc1ccc(NC(=O)C(C#N)=C2CCCCCC2)c(C)c1
-5%,O=[N+]([O-])c1ccc(N2CCN(S(=O)(=O)c3ccc4ccccc4c3)CC2)c2ncccc12
69%[activator],O=C1NCCCCCN(C(=O)Cc2ccccc2)[C@H]2CCC[C@@H]12
0%,Cc1ccsc1-c1nc(-c2nnn3c2COC(c2ccccc2Cl)C3)no1 (stereo not drawn)
3%,O=C(c1n[nH]c(=O)c2ccccc12)N1CCN(CC(F)(F)F)CC1
80%[activator],Cc1cc(=O)n2[nH]c(CC(=O)N[C@H]3[C@H]4CCO[C@H]4[C@@H]3N(C)C)nc2n1

Records listed so far marked active in 12-LOX inh:
12-LOX inh,SMILES
32µM*,C=CCN1C(=O)S/C(=C/c2cn(CC(=O)O)c3ccccc23)C1=O
45µM*,COC(=O)C1=C(C)N(Cc2ccc(Br)cc2)C(=S)NC1c1ccc(OC)cc1 (stereo not drawn)
1.3µM*,Cc1ccsc1C(=O)N1CCC2(CC1)NC(=O)N(c1cccc(Cl)c1)N2

4 entries from above, in CSV form:
SMILES,12-LOX inh
Cc1ccc(-c2nc3c4ccccc4ccn3c2Cc2cccc(F)c2)cc1,-16%
Nc1nc(Nc2ccc(F)cc2)sc1C(=O)c1ccc(Cl)cc1,-26%
CC(=O)c1ccc(-c2ccc(C=O)o2)cc1,?
CC(C)c1nc2c(c(-c3ccc(O)cc3)n1)CCN(Cc1cccc3ccccc13)CC2,0%

Next results.
12-LOX inh,SMILES
-19%,Cc1ccccc1C(=O)Oc1ccc(OCc2ccccc2)cc1
4%[6.33 µM],COc1ccc(-c2nc(C3CC3)nc3c2CN(C(=O)c2ccc4c(c2)OCO4)CC3)cc1
1%[176 µM],O=C(O)CCn1ncc2cc(OCC3CCN(c4ncccn4)CC3)ccc21
-15%,CNc1cncc(-c2ccc(C)cc2)n1
80%[activator],CCCc1cc(NCc2cn3c(n2)SCC3)n2nccc2n1
-11%,COc1ccc(C(=O)Nc2ccc3oc(-c4ccncc4)nc3c2)c(OC)c1
1%,Cn1c(SCC(=O)N2CCCC2)nc2c(c1=O)SCC2
-5%,Cc1ccc(-n2nc(C)c([C@H]3C=C[C@@H](OC(=O)Nc4cccc(C(F)(F)F)c4)C3)c2C)cc1Cl
11%[176 µM],O=C1NC2(CCCN(Cc3ccccc3)C2)Oc2ccccc21 (stereo not drawn)
15%,CC1(CNC(=O)C2COc3ccccc3O2)CCOCC1 (stereo not drawn)
?,Cc1cc(C(F)(F)F)c(C#N)c(SCC#N)n1
36%,CC(C)NC(=O)C1COC2(CCN(C(=O)c3ccccc3Cl)CC2)N1C(=O)c1ccccc1 (stereo not drawn)
0%,COc1cccc(NC(=O)Cn2nc3n(c2=O)CCCCC3)c1
2%,CS(=O)(=O)N(Cc1cccnc1)C1CN(C(=O)CCc2c[nH]c3ccccc23)C1
-21%,CN1CCN(C2CN(CCc3ccccc3)S(=O)(=O)C2)CC1 (stereo not drawn)
?,CCOc1ccc(CC(=O)N2CCC(Cc3nc(-c4ccc(OC)cc4)no3)CC2)cc1
-6%,CC(=O)c1ccc(OCc2ccc(Cl)cc2Cl)cc1
?,Cc1ccc(C)c(/C=C/c2cc(C(=O)O)c3ccccc3n2)c1
8%,CN(C)c1ccc(C(=O)NNC(=O)c2ccccc2F)cc1
1%,CCOC(=O)C1(COCc2ccccc2)CCCCC1=O (stereo not drawn)
2%[176 µM],N#Cc1ccc(CN2CC(CNC(=O)c3ccccc3)C3(C2)CN(c2ccccc2)C3)cc1 (stereo not drawn)
3%,COc1ccc(C(C)=O)cc1Cn1c(C)c(C(=O)NCc2ccc(C(F)(F)F)cc2)sc1=O
-28%,CSc1ccccc1NC(=O)c1ccsc1
10%,Cc1ccc(C)c(NCc2nnc(-c3ccc(Br)cc3)o2)c1
3%,Cc1ccc(NC(=O)NCC(O)c2ccc(F)c(F)c2)cc1C (stereo not drawn)

Screening data (PubChem)
